Screening data from PubChem BioAssay.
RGS4 block: inhibitors of human RGS4; HEK293 M3R/RGS4 inducible, Fluo-4 calcium flux; hits give high values; triggered by carbachol at its EC20; B-score at 10 µM; 310,000 tested, 0.45% active;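 active = B-score, a plate-corrected calcium signal, over three deviations above library mean, with baseline fluorescence within five deviations of library mean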;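 note: RGS4 expression induced by doxycycline in cells with stable M3 receptor; B-score is computed from the integrated fluorescence ratio over baseline after carbachol; higher B-score means a larger calcium signal and so more RGS4 inhibition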
MrgX1 ag: human MrgX1 receptor agonism, primary screen; Q96LB2; MrgX1-HEK293 cells, Fluo-4 calcium fluorescence, agonist mode; hits give high values; B-score at 10 µM; 310,000 tested, 0.44% active; AID 588627;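 active = calcium response B-score plate-corrected fluorescence ratio at least 3 library SD, with starting fluorescence B-score inside 5 SD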
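Material: HEK293 cells stably expressing human MrgX1 receptor | Quantity: 15,000 cells per well | Times: Cells plated overnight, dye loaded 0.5 h 37 °C, 0.5 h room temperature | Measured by: Kinetic Fluo-4 NW fluorescence of intracellular calcium | Control set: Positive and negative controls per plate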
Platelet DG rel: platelet dense granule release activity; human platelet-rich plasma, SFLLRN dense granule ATP release, luminescence; inhibition, %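 (compounds screened at 7.5 µM in platelet-rich plasma)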; AID 1663; 300,000 tested, 0.22% active;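 active = mean replicate score, as percent of positive control, at or above 50; inconclusive = mean below 50 but at least one replicate at or above 50; inactive = mean and every replicate below 50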
RGS4 act: potentiators or activators of RGS4. AID 463111. B-score at 10 µM. HEK293 M3R/inducible RGS4, carbachol calcium flux Fluo4; hits give low values. 310,000 tested, 0.92% active;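 active = B-score of the integrated calcium signal more than 4 SD below the library mean, with starting fluorescence not abnormally high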;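 note: negative B-score means reduced calcium response which marks RGS4 activation or potentiation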
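Material: Inducible-RGS4 HEK293 cells carrying M3 receptor; also added: carbachol at ECmax as muscarinic agonist stimulus; incubation: compound preincubation 20 min at room temperature before agonist; signal: Fluo4-AM (2 µM) calcium-flux fluorescence, kinetic read; measure: integrated calcium ratio converted to B score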
TRPC6 activator: mouse TRPC6 channel activation; HEK293-TRPC6 membrane potential dye fluorescence; hits give high values; B-score at 10 µM; 310,000 tested, 0.13% active; AID 2550; Q61143;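 active = B-score of the integrated fluorescence ratio above library mean plus 3 SD, and starting fluorescence ratio within library mean plus 5 SD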;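 note: higher score means more depolarization so channel activation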
TRPC4 block: TRPC4 (mouse) channel inhibition. 300,000 tested, 0.39% active. HEK293 TRPC4beta/mu-opioid, DAMGO-evoked Fluo4 calcium flux; hits give low values. Q9QUQ5. AID 2247. B-score at 10 µM;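 active = B-score over 3 SD under the library average, no early fluorescence shift, positive overall ratio signal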
Target sequence (Q9QUQ5 whole entry, looked up): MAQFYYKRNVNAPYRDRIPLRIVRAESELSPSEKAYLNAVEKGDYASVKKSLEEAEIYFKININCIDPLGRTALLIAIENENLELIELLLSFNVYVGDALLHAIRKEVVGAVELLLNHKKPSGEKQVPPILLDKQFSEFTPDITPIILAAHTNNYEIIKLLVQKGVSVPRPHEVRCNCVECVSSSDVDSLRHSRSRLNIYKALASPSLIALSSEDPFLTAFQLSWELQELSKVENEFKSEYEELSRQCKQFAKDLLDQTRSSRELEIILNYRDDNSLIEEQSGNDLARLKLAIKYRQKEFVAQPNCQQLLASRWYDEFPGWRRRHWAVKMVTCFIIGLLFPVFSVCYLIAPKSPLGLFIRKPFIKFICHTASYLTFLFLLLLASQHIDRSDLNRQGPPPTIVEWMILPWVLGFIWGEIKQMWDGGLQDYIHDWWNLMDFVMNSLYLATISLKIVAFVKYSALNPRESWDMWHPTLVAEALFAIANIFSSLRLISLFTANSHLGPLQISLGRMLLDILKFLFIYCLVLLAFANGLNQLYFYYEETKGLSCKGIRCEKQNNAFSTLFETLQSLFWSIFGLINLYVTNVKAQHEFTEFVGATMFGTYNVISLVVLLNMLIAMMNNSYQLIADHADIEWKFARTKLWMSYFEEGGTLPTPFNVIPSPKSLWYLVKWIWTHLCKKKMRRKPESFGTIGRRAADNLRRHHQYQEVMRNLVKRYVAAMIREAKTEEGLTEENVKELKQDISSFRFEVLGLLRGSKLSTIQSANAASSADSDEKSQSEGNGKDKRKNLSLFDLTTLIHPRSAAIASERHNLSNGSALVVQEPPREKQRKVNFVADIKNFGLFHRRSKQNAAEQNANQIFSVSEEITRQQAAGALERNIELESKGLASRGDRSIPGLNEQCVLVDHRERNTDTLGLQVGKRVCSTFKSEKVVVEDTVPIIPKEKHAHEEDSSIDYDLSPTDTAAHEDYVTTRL
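test system = HEK293 cells with stable TRPC4beta plus mu-opioid receptor expression | detection = Fluo4 Ca2+ flux fluorescence | read-out = integrated fluorescence ratio relative to baseline, converted to per-well B score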
MrgX1 antagonist: antagonists of human MrgX1 receptor; Q96LB2; MRGX1-HEK293 calcium flux, Fluo-4, BAM8-22 antagonism; hits give low values; B-score at 10 µM; 310,000 tested, 1.3% active; AID 588676;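 active = calcium-response B-score plate-corrected more than 3 library SD below zero, starting fluorescence within 5 deviations, no agonist response on first addition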;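 note: peak minus trough fluorescence over baseline after final BAM8-22 challenge near maximal dose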
MrgX1 PAM: allosterically activates human MrgX1 receptor signaling; 310,000 tested, 0.63% active; AID 588675; B-score at 10 µM; Q96LB2; MrgX1-HEK293, Fluo-4 calcium flux, FDSS; hits give high values;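 active = plate-corrected calcium response at least 3 library SD above typical, normal starting fluorescence, not activating the receptor alone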;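 note: compound read alongside a low EC10 to EC30 dose of BAM8-22 agonist; peak minus trough fluorescence over baseline measured at the second addition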
HIF act: HIF pathway transcriptional activation; 300,000 tested, 0.32% active; U2OS HRE-luciferase reporter, luminescence; normalized: DMSO 0%, desferrioxamine 100%; AID 1910; activation, % at 7.5 µM (by protocol);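 active = mean activation of at least 10% of the iron chelator positive control signal, with at least half of replicates also reaching 10%; inconclusive = mean and replicate majority disagree about reaching 10%; inactive = mean and most replicates under 10%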
SKKanGAS inh: SKKanGAS growth inhibition; S. pyogenes SKKanGAS, kanamycin growth, BacTiter-Glo, 6 h; inhibition, % at 7.5 µM; 300,000 tested, 1.3% active;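 active = mean replicate score, as percent of positive control median, at least 50; inconclusive = mean below 50 but one replicate at or above 50; inactive = mean and every replicate below 50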;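 note: strain carries kanamycin resistance gene driven by streptokinase promoter and grows in 40 µg/ml kanamycin; loss of luminescence reflects streptokinase promoter inhibition or plain growth inhibition; 0% = median of DMSO wells and 100% = positive control at its reference dose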
TRPC6 inh: mouse TRPC6 channel inhibition; AID 2553; B-score at 10 µM; HEK293-TRPC6, membrane potential dye, ACh-evoked depolarization; hits give low values; 310,000 tested, 1.1% active;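 active = B-score under library mean minus 3 SD, initial fluorescence not abnormally high, positive integrated signal ratio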;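 note: B-score derived from integrated fluorescence ratio over the kinetic read; more negative B-score means stronger inhibition of depolarization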
Numbers without * were called inactive; i = inactive; ? = inconclusive; / = not tested or not shown.

Order of results – MrgX1 antagonist | MrgX1 PAM | TRPC4 block | HIF act | RGS4 act | RGS4 block | TRPC6 inh | TRPC6 activator | Platelet DG rel | MrgX1 ag | SKKanGAS inh
(1) CCC(C)OC(=O)C1=C(C)NC(=O)CC1c1ccccc1OC (configuration not stated)
    i | i | i | 0.3 | i | i | i | i | -4 | i | -4
(2) CC(C)(C)n1nnnc1CN1CCN2CCCC2C1 (configuration not stated)
    i | i | i | -0.2 | i | i | i | i | -4 | i | -5
(3) COc1cccc(CNC(=O)C2CCN(S(=O)(=O)c3cccc4nonc34)CC2)c1
    i | i | i | -30 | i | i | i | i | -3 | i | -5
(4) O=C(c1cccc2ccccc12)N1CCC(N2CCN(c3ccccc3)CC2)CC1
    i | i | i | -0.1 | i | i | i | i | 1 | i | -2
(5) O=C(NCc1cc(C(F)(F)F)cc(C(F)(F)F)c1)C1CC(c2c(Cl)cccc2Cl)=NO1 (configuration not stated)
    i | i | i | -0.4 | i | i | i | i | 12 | i | 12
(6) O=C(CN1C(=O)c2cccc3cccc1c23)NCc1ccncc1
    i | i | i | -0.1 | i | i | i | i | -5 | i | -9
(7) CC(=O)c1ccc(NC(=O)CSc2nc3nc(C)cc(C)n3n2)cc1
    i | i | i | 0.5 | i | i | i | i | 5 | i | -8
(8) Cc1cccc2c(=O)c(-c3ccc4c(c3)OCO4)c(NC(=O)c3ccco3)oc12
    i | i | i | -0.1 | i | i | i | i | 5 | i | 9
(9) CC(C)CCNC(=O)c1ccccc1NC(=O)C1=CSCCO1
    i | i | i | 2.1 | i | i | i | i | -6 | i | -2
(10) Cc1ccc(S(=O)(=O)n2ccc(-c3ccc(OCc4c(F)cccc4Cl)cc3)n2)cc1
    i | i | i | 0.3 | i | i | i | i | 0 | i | -3
(11) Cn1cc(CNC(=O)c2sc3cccc(Cl)c3c2Cl)cn1
    i | i | i | -1.0 | i | i | i | i | -1 | i | 4
(12) Cc1ccccc1-c1nnc(NC(=O)c2ccc(N3C(=O)CCC3=O)cc2)s1
    i | i | i | 0.0 | i | i | i | i | 1 | i | 7
(13) Cc1nc(N2C(=O)C(=O)/C(=C(/O)c3ccccc3)C2c2ccco2)sc1C (configuration not stated)
    i | i | i | 0.1 | i | 6.4* | i | i | 7 | i | 1
(14) COc1ccc(OC)c(NC(=O)CCNS(=O)(=O)c2ccc3c(c2)oc(=O)n3C)c1
    i | i | i | -0.3 | i | i | i | i | -3 | i | 4
(15) Cc1nc2ccccc2n(CC(=O)Nc2cc(Cl)cc(Cl)c2)c1=O
    i | i | i | -0.2 | i | i | i | i | 3 | i | 10
(16) Cc1nc2nc(N)nn2c(C)c1C/C=C/c1ccccc1
    i | i | i | -0.8 | i | i | i | i | 3 | i | 1
(17) CC(C)=NNc1nc(-c2ccc(N3C(=O)CCC3=O)cc2)cs1
    i | i | i | 0.4 | i | i | i | i | 7 | i | 6
(18) Cc1ccc(C(=O)Nc2cccc(NC(=O)CN3CCCCC3)c2)cc1
    i | i | i | 0.9 | i | i | i | i | 0 | i | 1
(19) CCOc1cc2[nH]c(=O)n(CCCC(=O)N(C)Cc3ccccc3)c(=O)c2cc1OCC
    i | 7.9* | i | -0.1 | i | i | i | i | 4 | i | 10
(20) CCOC(=O)c1[nH]c(C)c(C(=O)NC2CCCC2)c1C
    i | i | i | -0.2 | i | i | i | i | 3 | i | -4

More results:
Order of results – MrgX1 antagonist | MrgX1 PAM | TRPC4 block | HIF act | RGS4 act | RGS4 block | TRPC6 inh | TRPC6 activator | Platelet DG rel | MrgX1 ag | SKKanGAS inh
(21) COc1ccc(/C=C2\CCn3c2nc2cc(C(=O)O)ccc2c3=O)cc1
    i | i | i | -0.1 | i | i | i | i | 2 | i | 17
(22) COc1cccc(NS(=O)(=O)c2cc(C)ccc2OC)c1
    i | i | i | -0.2 | i | i | i | i | 10 | i | 0
(23) COc1ccc(/C(C)=N/NC(=O)CN(c2ccc(OC)cc2)S(=O)(=O)c2ccccc2)cc1
    i | i | i | -7.0 | i | i | i | i | 5 | i | 0
(24) CCNS(=O)(=O)c1c(C)cc(N2CCCC2=O)cc1C
    i | i | i | -0.3 | i | i | i | i | -3 | i | 3
(25) CC(C)Cc1cc(C(=O)NCc2cccnc2)no1
    i | i | i | 1.3 | i | i | i | i | 8 | i | -4
(26) COc1ccc(CNC(=O)c2cc(-c3cc(C)cc(C)c3O)n[nH]2)cc1
    i | i | i | -0.1 | i | i | i | i | 4 | i | 7
(27) CCCCN1C(=O)N(C)C2NC(=S)NC21 (configuration not stated)
    i | i | i | 0.0 | i | i | i | i | 13 | i | -5
(28) COc1cccc(N2CCN(c3ncccn3)CC2)c1
    i | i | i | / | i | i | i | i | -2 | i | 1
(29) O=Cc1ccc(Oc2cc(-c3ccccc3)nc(-c3ccccc3)n2)cc1
    i | i | i | 0.1 | i | i | i | i | -22 | i | 14
(30) CCCCC(=O)Nc1ccc(N2CCN(C(=O)CC)CC2)cc1
    i | i | i | -0.2 | i | i | i | i | -6 | i | 0
(31) COc1ccc(C2C(C(N)=O)=C(C)Nc3nc(CCCO)nn32)cc1 (configuration not stated)
    i | i | i | 0.5 | i | i | i | i | -1 | i | -8
(32) COc1ccc(CCNS(=O)(=O)c2ccc3c(c2)NC(=O)CO3)cc1OC
    i | 33* | i | -0.6 | i | i | i | i | 4 | i | -2
(33) Cc1nc(N2CCOCC2)nc(N2CCCCC2C)c1[N+](=O)[O-] (configuration not stated)
    i | i | i | -0.3 | i | i | i | i | -4 | i | -7
(34) Cc1ccc(C2CC(c3ccc(NS(C)(=O)=O)cc3)=NN2C(=O)c2ccco2)cc1 (configuration not stated)
    i | i | i | -9.9 | i | i | i | i | 11 | i | 5
(35) CCN(CC)c1ccc(NC(=O)COc2ccccc2C#N)cc1S(=O)(=O)Nc1ccc(OC)cc1
    i | i | i | 0.2 | i | i | i | i | -9 | i | -4
(36) O=C1NC2(CCCCCC2)N=C1c1ccc(Br)cc1
    i | i | i | 0.2 | i | i | i | i | 9 | i | -9
(37) COCCNC(=S)N/N=C(\C)c1ccc(OC)cc1
    i | i | i | 0.3 | i | i | i | i | 1 | i | 2
(38) Cc1ccc(N(CC(=O)NC(C)(C)C)C(=O)CCC(=O)Nc2nccs2)c(C)c1
    i | i | i | 0.3 | i | i | i | i | -1 | i | -4
(39) CCCCc1nc2cc(C(=O)N3CCC(OCCOC)CC3)ccc2o1
    i | i | i | -0.5 | i | i | i | i | 6 | i | 63*
(40) Cc1ccc(S(=O)(=O)N2CCC(C(=O)Nc3nnc(-c4ccc(F)cc4)s3)CC2)cc1
    i | i | i | -0.2 | i | i | i | i | 18 | i | 4

Continued:
Order of results – MrgX1 antagonist | MrgX1 PAM | TRPC4 block | HIF act | RGS4 act | RGS4 block | TRPC6 inh | TRPC6 activator | Platelet DG rel | MrgX1 ag | SKKanGAS inh
(41) C/C(CCc1ccco1)=N/NC(=O)CCC(=O)Nc1ccc(Br)cc1
    i | i | i | 0.0 | i | i | i | i | 2 | i | -3
(42) Cc1ccc(NC(=O)c2ccccc2NS(=O)(=O)c2ccc(F)cc2)cc1S(=O)(=O)N1CCCCC1
    i | i | i | 0.6 | i | i | i | i | 0 | i | 60*
(43) O=C(O)c1cccc(NC(=O)c2ccc3c(c2)C(=O)N(c2ccccc2)C3=O)c1
    i | i | i | -30 | i | i | i | i | -4 | i | 9
(44) O=C(CN1CCC(c2nc3ccccc3[nH]2)CC1)NCc1ccc2c(c1)OCO2
    i | i | i | -0.3 | i | i | i | i | 18 | i | -1
(45) CCCCn1nnc(NC(=O)COc2ccc(Cl)c(C)c2)n1
    i | i | i | 0.0 | i | i | i | i | 2 | i | /
(46) C#CCOCCOCCOCCNc1nc(N2CCN(C(=O)[C@H]([C@@H](C)CC)n3cc([C@@H](N)Cc4ccc(O)cc4)nn3)CC2)nc(N2CCN(C(=O)[C@H](Cc3ccc(O)cc3)n3cc([C@@H](N)CC(C)C)nn3)CC2)n1
    i | i | i | -2.0 | i | i | i | i | 5 | i | -2
(47) CC(CC(=O)Nc1nc2ccccc2[nH]1)c1ccccc1 (configuration not stated)
    i | i | i | 2.3 | i | i | i | i | 5 | i | ?
(48) O=C(N[C@H](Cc1ccc(Cl)cc1)C(=O)O)OCC1c2ccccc2-c2ccccc21
    i | i | i | -0.5 | i | i | i | i | -2 | i | 21
(49) OC(COCc1cccs1)CN1CCCCCC1 (configuration not stated)
    i | i | i | -0.5 | i | i | i | i | -5 | i | -2
(50) CN=C1SC(CC(=O)Nc2cccc(C(F)(F)F)c2)C(=O)N1C (configuration not stated)
    i | i | i | 0.0 | i | i | i | i | -14 | i | -10
(51) O=C(O)CC/C(=C\c1cc2c(cc1Br)OCO2)c1nc2ccccc2s1
    i | i | i | 0.2 | i | i | i | i | 17 | i | ?
(52) O=C(Cc1ccccc1)NN1C(=O)C2C3C=CC(C4CC34)C2C1=O (configuration not stated)
    i | i | i | -0.8 | i | i | i | i | 12 | i | 0
(53) Cc1cnc(C(=O)OCC(=O)NCc2ccc3c(c2)OCO3)cn1
    i | i | i | 0.2 | i | i | i | i | 3 | i | -6
(54) O=C(c1ccccc1-c1ccccc1)N1CCN(c2ccccn2)CC1
    i | i | i | -0.1 | i | i | i | i | 3 | i | 0
(55) COCC(C)n1c(SCC(=O)N(C)C2CCS(=O)(=O)C2)nc2ccccc2c1=O (configuration not stated)
    i | i | i | -0.2 | i | i | i | i | -6 | i | -3
(56) CCN1C(=O)c2cccc3c(S(=O)(=O)NCc4cccnc4)ccc1c23
    i | i | i | -0.4 | i | i | i | i | -2 | i | -3
(57) CCOC(=O)C1CCN(C(=O)CN2C(=O)c3ccccc3S2(=O)=O)CC1
    i | i | i | 1.1 | i | i | i | i | -4 | i | 5
(58) COc1cccc(C(=O)n2cnnc2N)c1OC
    i | i | i | 0.2 | i | i | i | i | 1 | i | -2
(59) O=C(Nc1cc(Cl)ccn1)C1CCN(S(=O)(=O)c2cccs2)CC1
    i | i | i | -0.5 | i | i | i | i | -4 | i | 3
(60) CCn1c(N2CCN(CC(=O)Nc3cccc(C)c3C)CC2)nc2ccccc21
    i | i | i | -0.6 | i | i | i | i | 1 | i | -7
(61) CCc1nc2oc3ccccc3c(=O)c2c(=O)n1-c1ccc(C)cc1
    i | i | i | 5.1 | i | i | i | i | -4 | i | 2
